Bioassay records (PubChem BioAssay)
D1 potentiator: human D1 dopamine receptor positive modulation | P21728 | HEK293 TREx D1 cells, calcium flux, dopamine EC20 potentiation | potentiation, % at 10 µM | 360,000 compounds, 0.036% hits; in the data active = potentiation above about 30%; also: 0% is about no effect
D1 antag: blocks dopamine activation of the human D1 receptor; 360,000 compounds, 3.2% hits; activity change, negative = inhibition, % at 10 µM; HEK293 TREx D1 cells, calcium flux, dopamine EC80; active compounds read low; P21728; AID 504652; in the data active = activity change below about -30%; also: % is scaled to controls: 0 for no effect and ±100 for the full control effect
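Using tetracycline-induced force-coupled D1 Hek293 cells and a calcium dye, signals were followed for 180 s after compound, then for 180 s after EC80 dopamine, to detect inhibitors.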
D2 PAM: D2 dopamine receptor (human) potentiation | P14416 | HEK293 T-REx D2, calcium flux, EC20 dopamine potentiation | potentiation, % at 10 µM | 340,000 compounds, 0.34% hits | AID 485347;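 active = potentiation over 3 SD above the plate norm, cut at about 30% in these data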; also: 0% is about no effect
Target sequence (P14416 whole entry, looked up): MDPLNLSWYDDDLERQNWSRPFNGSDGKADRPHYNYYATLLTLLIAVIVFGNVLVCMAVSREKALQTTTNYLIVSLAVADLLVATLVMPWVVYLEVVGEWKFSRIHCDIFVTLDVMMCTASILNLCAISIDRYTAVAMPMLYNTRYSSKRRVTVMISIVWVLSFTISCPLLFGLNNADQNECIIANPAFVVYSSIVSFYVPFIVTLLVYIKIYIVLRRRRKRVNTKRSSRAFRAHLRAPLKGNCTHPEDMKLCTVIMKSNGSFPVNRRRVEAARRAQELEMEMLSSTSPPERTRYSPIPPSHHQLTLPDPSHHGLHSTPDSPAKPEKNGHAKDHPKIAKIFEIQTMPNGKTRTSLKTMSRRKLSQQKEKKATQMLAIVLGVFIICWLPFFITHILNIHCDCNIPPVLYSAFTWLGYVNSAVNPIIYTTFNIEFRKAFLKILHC
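Primary screen. Calcium kinetics in induced HEK293 T-REx D2 cells: compound pre-addition 180 s, EC20 dopamine, 180 s more.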
TRHR PAM: allosterically enhances the human TRH receptor. P34981. TRHR cells, fluo-8 calcium fluorescence, EC20 TRH enhancement. 360,000 compounds, 0.66% hits. enhancement, % at 2 µM; in the data active = enhancement above about 30%; also: 0% is about no effect
Target sequence (P34981 whole entry, looked up): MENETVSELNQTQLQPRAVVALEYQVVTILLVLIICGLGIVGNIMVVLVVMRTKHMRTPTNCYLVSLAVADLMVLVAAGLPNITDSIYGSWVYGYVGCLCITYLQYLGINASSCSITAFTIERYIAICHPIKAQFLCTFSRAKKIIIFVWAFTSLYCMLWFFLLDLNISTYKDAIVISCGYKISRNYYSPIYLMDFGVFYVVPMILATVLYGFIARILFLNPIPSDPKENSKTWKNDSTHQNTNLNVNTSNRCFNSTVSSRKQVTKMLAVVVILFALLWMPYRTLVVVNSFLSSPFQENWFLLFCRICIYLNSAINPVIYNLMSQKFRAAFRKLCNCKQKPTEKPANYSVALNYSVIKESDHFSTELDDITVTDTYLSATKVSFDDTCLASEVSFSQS
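TRHR-expressing cells loaded with fluo-8 calcium dye were read kinetically (ex 480/em 530) during compound addition, then stimulated with an EC20 of TRH (10 nM final). Enhancement of the Gq-mediated intracellular calcium response was scored.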
RXFP1 antag: RXFP1 (human) relaxin receptor antagonism | Q9HBX9 | HEK293-RXFP1, relaxin-stimulated cAMP HTRF, 30 min; active compounds read low | activity change, negative = inhibition, % at 57.5 µM | 350,000 compounds, 0.59% hits | AID 1259400;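 active = activity change of -60% or lower, but not beyond a set lower limit; inconclusive = change between -60% and -40%, or beyond the set limit; inactive = change above -40%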; also: % is scaled to controls: 0 for no effect and ±100 for the full control effect
RXFP1 ag: agonists of human relaxin receptor RXFP1; Q9HBX9; HEK293T-RXFP1 cAMP TR-FRET, 30 min; response scale: percent of porcine relaxin response, buffer zero; Potency, µM (highest dose often 57.5 µM), inactives show at the top dose activation, most hits filed as activators; 370,000 compounds, 0.3% hits; AID 2676; also: potency is read from the fitted curve at half-maximal effect; % is scaled to controls: 0 for no effect and ±100 for the full control effect; nearly all actives have a fitted effect of over 60% in size; many of its hits are not listed in these tables
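cAMP rise read by TR-FRET after 30 min, 37C compound exposure (up to 58 uM) in RXFP1-transfected HEK293 cells with Ro 20174 present. EC50 from Hill-equation fits, with 29 nM porcine relaxin as 100% and buffer as basal.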
TRHR ag: TRH receptor (human) agonism; P34981; TRHR cells, calcium flux fluo-8, FDSS agonist mode; activation, % at 2 µM; 360,000 compounds, 0.18% hits; in the data active = activation above about 30%; also: 0% is about no effect
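Fluo-8-loaded TRHR cells; 10 s baseline, compound added, kinetic Ca2+ fluorescence read 1/s, agonist mode.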
Apoferritin bind: candidate novel general anesthetic via apoferritin binding | Potency, µM (titrated, usually from 77.5 µM), without a hit: at the highest dose activity change, negative = displacement, usual class: inhibitors | apoferritin/1-aminoanthracene competitive binding, fluorescence | AID 485281 | P02791 | 350,000 compounds, 0.074% hits; also: potency is read from the fitted curve at half-maximal effect; % is scaled to controls: 0 for no effect and ±100 for the full control effect; nearly all actives have a fitted effect of over 20% in size
Target sequence (P02791 2-175 limits assumed): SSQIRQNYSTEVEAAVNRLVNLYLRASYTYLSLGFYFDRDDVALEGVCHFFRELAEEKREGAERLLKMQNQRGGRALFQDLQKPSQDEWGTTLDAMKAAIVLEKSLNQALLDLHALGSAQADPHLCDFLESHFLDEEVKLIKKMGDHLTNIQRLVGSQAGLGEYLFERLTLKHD
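Horse-spleen apoferritin (10 uM) in 50% saturated 1-aminoanthracene in PBS was incubated 10 min at room temperature with compound. Fluorescence (ex 380, em 535 nm) was normalized to free and bound 1-AMA, with concentration-response fitted by a four-parameter Hill equation.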
D1 ag: human D1 receptor agonism | activation, % at 2 µM | HEK293 T-REx D1 cells, calcium flux, agonist mode | P21728 | 360,000 compounds, 1% hits; in the data active = activation above about 30%; also: 0% is about no effect
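Agonism was scored from calcium flux recorded over 180 s (1 read/s) after pintool compound addition, following a 10-cycle baseline. Cells were inducible force-coupled HEK293 TREx D1, plated overnight at 30 C and loaded with no-wash calcium dye.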
The depositor's hits bear a star; ? = inconclusive; / = no result given; [ ] = another dose, or the depositor's remark. Unless noted, calls follow the shape of the dose curve; as a rule, active = well fitted curve in the direction sought with a large enough effect; inconclusive = small, poorly fitted or top-dose-only effect, or another doubt; inactive = no such curve, though single readings can be large; an effect the other way counts as inactive or inconclusive. This is a subset; rates above refer to the full screens.

SMILES	D1 potentiator	D1 antag	D2 PAM	TRHR PAM	RXFP1 antag	RXFP1 ag	TRHR ag	Apoferritin bind	D1 ag
O=C(Nc1nccs1)c1ccc(Br)c(S(=O)(=O)N2CCCC2)c1	0	-17	2	5	-27	1.6%	1.2	-17%	4
CCOC(=O)c1c(NC(=O)Cn2cnc([N+](=O)[O-])n2)sc2c1CCCC2	1	-3	-17	-4	8	-0.4%	0.2	-8%	2
CCc1ccccc1NC(=O)CSc1nnc(C2CC2)n1CC1CCCO1 (configuration not stated)	10	6	18	31*	-1	-1.1%	-1.7	13%	1
CCC(C)NC(=O)c1cc2c(=O)n3ccccc3nc2s1 (configuration not stated)	3	11	2	9	13	26%	0.7	493%[activator]	0
CC(C)c1nccn1S(=O)(=O)c1cccc([N+](=O)[O-])c1	1	-28	9	2	-4	-0.4%	0.0	-4%	3
COc1ccc(N(CC(=O)NCc2ccc(F)cc2)C(=O)c2snc(C(N)=O)c2N)cc1	-5	5	3	7	-3	5.8%	-0.5	8%	1
COc1cccc(C(=O)Nc2cccc(NC(=O)c3ccccc3Cl)c2)c1	1	-18	-5	0	8	0.6%	-0.4	-16%	9
O=C(Nc1cccc(S(=O)(=O)NC2=NCCC2)c1)C1CCC1	1	-3	2	0	0	-2.6%	0.1	-2%	1
CCOC(=O)Cc1cnc(NC(=O)c2ccccc2)s1	-3	9	/	12	-2	-0.1%	-0.3	-19%	0
O=C(NCc1ccco1)c1ccc2snnc2c1	-6	-14	-5	32*	1	2.4%	0.1	-2%	-1
CCc1ccc(/C=C2\SC(=S)N(CCC(=O)Nc3cc(C)on3)C2=O)cc1	5	-5	-5	4	-14	-0.8%	3.0	0%	9
CCn1c(SCC(=O)NCCc2ccccc2)nnc1-c1cccs1	9	-7	-20	3	8	-0.9%	-0.4	-15%	1
CC1(C)O[C@@H]1COc1c2ccoc2cc2oc(=O)ccc12	-2	23	4	10	/	-0.4%	-0.3	-13%	-4
CCOC(=O)c1sc2nc(CC(=O)OC)nc(NCCN3CCOCC3)c2c1C	2	6	0	7	/	1.5%	-0.5	3%	-2
COc1ccc(CN2CCN(C(=O)Cn3c(=O)oc4cc(Cl)ccc43)CC2)c(OC)c1OC	-4	-4	2	-2	6	2.3%	-0.2	4%	4
CCOc1ccc(C2C(C(=O)C3CC3)N3C=C(C#N)C=CC3C2(C#N)C#N)cc1 (configuration not stated)	-1	8	-1	0	/	3.4%	3.1	-17%	6
Clc1ccc(-c2cc(-c3nnc4n3CCCCC4)c3ccccc3n2)cc1	-1	-7	5	-7	-16	-0.5%	-0.5	-2%	1
Cc1cc(C(=O)NNC(=O)c2ccc(S(=O)(=O)N(C)C)cc2)c(C)o1	1	19	-4	6	2	4.3%	-0.1	-7%	3
O=C(c1cnc(N2CCN(c3ncccn3)CC2)c2ccccc12)N1CCN(c2ccccn2)CC1	-1	-16	18	6	-6	2.4%	-0.7	-16%	3
COCc1cc(Sc2c(Cl)cccc2Cl)nc(-c2ccccc2)n1	-1	4	-5	-8	-6	3.4%	0.1	-7%	8
CCN(CC)CCCNC(=O)C(C)n1nc(C)c2sc3ccccc3c2c1=O (configuration not stated)	-1	-9	-6	14	-3	1.6%	0.3	?	0
CC1CC(C)CN(CC(=O)c2cccs2)C1 (configuration not stated)	-1	/	-10	1	-6	1.1%	-0.1	-7%	0
CCOC(=O)C(=O)Cc1nc2ccccc2s1	1	8	-1	1	1	-0.6%	4.3	-6%	4
CCOC(=O)CCCSc1nnc(CCCCCN2C(=O)c3cccc4cccc(c34)C2=O)o1	-4	-15	8	-10	14	1.6%	0.3	-3%	12
COc1cc(OC)cc(-c2nc3cc(C)ccc3o2)c1	0	-15	6	7	-17	-0.1%	0.1	-2%	9
Cc1cc(C(=O)COc2ccc(Cl)cc2Br)c(C)n1C	1	-23	9	-2	-9	-0.5%	0.1	-21%	8
COc1ccc(OC)c(NC(=O)Cc2coc3ccc4ccccc4c23)c1	10	2	-4	1	-7	0.2%	0.0	-2%	1
COc1ccccc1CN1C2CCCC1CC(NC(=O)/C=C/c1ccccc1)C2 (configuration not stated)	3	-12	/	32*	-5	-2.1%	-0.5	-20%	0
Cc1ccc(NS(=O)(=O)c2ccc3[nH]c(=O)c(=O)[nH]c3c2)cc1Cl	2	10	-4	-2	20	0.1%	0.5	-8%	-4
C=CCNC(=O)C1CC(=O)N(c2ccc(Br)cc2)C1 (configuration not stated)	2	2	2	-3	3	2.7%	-0.1	-5%	-2
CN1CCN(C(=O)c2ccc(Cl)c(S(=O)(=O)N3CCCCC3)c2)CC1	-3	5	-5	0	0	2.9%	0.7	-16%	6
O=c1c2ccccc2nc(SCc2cc(=O)n3ccsc3n2)n1CCCO	-1	4	0	-2	/	5.3%	0.1	-7%	3
O=C(NCc1ccc(F)cc1)c1cc(-c2ccc(Cl)cc2)n[nH]1	-3	7	-17	-2	-18	-0.1%	-0.5	-13%	-1
COc1ccc(NC(=O)C2Cc3ccccc3N2C(=O)c2ccccc2)c(OC)c1 (configuration not stated)	0	-5	0	2	0	-0.2%	0.3	-11%	2
CCCCCCCCSc1nnc2[nH]c(=O)cc(N)n12	-7	10	-3	-4	-7	0.8%	1.8	-9%	3
CCCN1CCN(C(=O)C(C)n2nc(C)c3sc4ccccc4c3c2=O)CC1 (configuration not stated)	-1	0	8	4	-4	4.4%	0.5	-4%	-1
COCn1ccnc1C(O)(c1ccc(OC)cc1)c1ccc(OC)cc1	-8	-3	1	3	8	-0.4%	-0.2	2%	3
c1ccc(-c2cnc(SCCN3CCOCC3)n2CC2CCCO2)cc1 (configuration not stated)	-2	-15	-9	-2	0	1.9%	-0.2	4%	2
COc1cccc(OCc2cc(=O)n3c(-c4ccccc4)csc3n2)c1	2	-5	0	-13	0	?	-2.0	-12%	-2
O=C(CN(Cc1ccc(Cl)cc1)C(=O)CNS(=O)(=O)c1ccccc1)NCC1CCCO1 (configuration not stated)	-7	13	-10	-1	3	1.3%	0.6	0%	1
COc1ccc(CNC(=O)CCS(=O)(=O)c2ccc3c(c2)NC(=O)CS3)cc1	1	0	1	0	28	2.7%	0.0	5%	2
CCOC(=O)C1CCN(S(=O)(=O)c2cc(Br)cc3c2N(C(C)=O)C(C)C3)CC1 (configuration not stated)	-1	9	5	-2	-3	2.5%	0.2	-2%	-3
CCCCn1c2nc3ccccc3nc2c2c(=O)n(C(C)CC)cnc21 (configuration not stated)	4	-5	-5	4	-16	-0.5%	-1.4	-1%	1
COc1ccc(NC(=O)CN(C)S(=O)(=O)c2ccc3c(c2)CC(C)N3C(C)=O)cc1OC (configuration not stated)	-3	-11	7	16	6	-2.4%	0.2	-6%	8
O=C(Cn1nnc2ccccc2c1=O)N[C@H](C(=O)O)c1ccccc1	2	-2	1	-8	9	6.3%	-0.1	-4%	0
O=C(CCC(=O)N1CCN(c2ccc(O)cc2)CC1)c1cccs1	-5	-26	1	0	0	1.8%	-0.8	-14%	6
COc1ccc(-c2cc(C(=O)N3CCCCCC3)c3ccccc3n2)cc1	3	15	-2	-34	-24	6.6%	-0.4	/	10
Cc1ccccc1N(C(=O)CNC(=O)c1ccco1)C(C(=O)NC1CCCCC1)c1ccncc1 (configuration not stated)	-10	-1	/	16	0	-1.5%	-0.3	10%	0
Cc1ccc(S(=O)(=O)NC2CCCCCC2)cc1C(N)=O	1	12	-3	-3	-6	0.0%	0.0	-17%	2
CCOC(=O)[C@@H]1[C@H]2COc3cc(OC)ccc3[C@@H]2N2C(=O)N(c3ccc(Br)cc3)C(=O)[C@@]12C	3	-3	8	0	/	1.4%	0.4	-3%	2

Some values from the list.
D1 ag, `O=C(Cn1nnc2ccccc2c1=O)N[C@H](C(=O)O)c1ccccc1` is entered as 0
RXFP1 antag, `O=C(CCC(=O)N1CCN(c2ccc(O)cc2)CC1)c1cccs1` is entered as 0

(listing goes on)
SMILES	D1 potentiator	D1 antag	D2 PAM	TRHR PAM	RXFP1 antag	RXFP1 ag	TRHR ag	Apoferritin bind	D1 ag
COCc1c(C(=O)OC)nnn1-c1ccc(C(F)(F)F)cc1[N+](=O)[O-]	-3	0	-1	-19	3	3.3%	1.1	-12%	4
CCc1ccc(NC(=O)CSc2nc(C)c(C(=O)Nc3ccccc3)c(-c3ccc(OC)c(OC)c3)c2C#N)cc1	4	-5	6	-2	/	15%	0.2	-3%	5
COc1ccc(CCNC(=O)CN(CCc2ccccc2)S(C)(=O)=O)cc1OC	-5	4	-15	-1	-11	0.3%	0.7	-5%	0
CC(=O)N=c1c(C#N)cc2c(=O)n3ccccc3nc2n1CCCOC(C)C	-1	0	2	7	/	21%	-0.5	207%[activator]	1
CC(=O)c1cccc(Nc2ccc3cc(S(=O)(=O)N4CCC(C)CC4)ccc3n2)c1	-5	14	0	-9	-8	7.2%	0.4	36%[activator]	0
C=CCN(C(=O)C1CSC2(C)CCC(=O)N12)c1nc(-c2ccccc2)cs1 (configuration not stated)	3	4	18	1	-4	1.6%	-0.6	/	15
CNc1nc(Nc2ccc(C)c(Cl)c2)c2cnn(C)c2n1	-7	-7	-4	-11	2	6.8%	-1.3	-9%	2
CC(=O)c1cccc(NC(=O)c2c(F)c(F)c(F)c(F)c2F)c1	-5	-2	2	11	-8	-0.2%	-0.4	-16%	19
CC1=C(C(=O)Nc2ccccc2)C(c2ccc(C)o2)n2ncnc2N1 (configuration not stated)	-12	-60*	12	3	-5	-0.8%	-1.0	-4%	2
CC(CCc1ccccc1)NCc1ccncc1 (configuration not stated)	-2	-6	-23	-1	3	0.3%	0.1	7%	1
COc1ccc(OC)c(NC(=O)COC(=O)CN(C)S(=O)(=O)c2ccc(C)cc2)c1	-3	6	-3	6	0	4.3%	-0.5	-4%	0

Three entries already listed, ordered by SMILES length, ascending:
SMILES	D1 potentiator	D1 antag	D2 PAM	TRHR PAM	RXFP1 antag	RXFP1 ag	TRHR ag	Apoferritin bind	D1 ag
O=C(CCC(=O)N1CCN(c2ccc(O)cc2)CC1)c1cccs1	-5	-26	1	0	0	1.8%	-0.8	-14%	6
CC(C)c1nccn1S(=O)(=O)c1cccc([N+](=O)[O-])c1	1	-28	9	2	-4	-0.4%	0.0	-4%	3
CCCN1CCN(C(=O)C(C)n2nc(C)c3sc4ccccc4c3c2=O)CC1 (configuration not stated)	-1	0	8	4	-4	4.4%	0.5	-4%	-1
